# BoNT A protease: BoNT/A light chain protease inhibitors, primary screen, biochemical, flow cytometry, MLPCN library. Botulinum neurotoxin type A light chain protease (Clostridium botulinum A str. ATCC 3502). multiplex microsphere protease substrate cleavage. inhibition, % at 10 µM. 360,000 compounds, 0.17% hits. AID 588499, 2011; also: plate controls were buffer without enzyme for full effect and enzyme alone for no effect
# BH1578 lux ind: inducers of Vibrio cholerae quorum light production without autoinducers, primary screen, BH1578 luxS cqsA deficient, single point. V. cholerae BH1578 lux reporter, luminescence, 6 h. 350,000 compounds, 0.16% hits. activation, % at 18.7 µM. AID 588436, 2011; in the data active = activation mostly above about 9.7%, no sharp cut-off; also: not every result past the cut was called active; inactives centre near 0; reference of the scale not given here
# 3CLpro inhibitor: SARS-CoV 3CLpro protease inhibitors, primary screen, biochemical, quenched FRET | Replicase polyprotein 1ab (Severe acute respiratory syndrome coronavirus), P0C6X7 | inhibition, % at 6 µM | 290,000 compounds, 0.14% hits | AID 1706, 2009 | recombinant SARS-CoV 3CLpro, quenched FRET peptide cleavage; in the data active = inhibition above about 12%
# TcdB inh: TcdB glycohydrolase inhibitors, primary screen, biochemical, single point, plate reader | TcdB glycohydrolase enzymatic assay | AID 652162, 2013 | 350,000 compounds, 0.24% hits | Toxin B (Clostridioides difficile), P18177 | inhibition, % at 9.99 µM; in the data active = inhibition above about 10%
# SSB-PriA inh: inhibitors of Klebsiella pneumoniae PriA binding to SSB C-terminal tail, primary screen, biochemical, AlphaScreen; 430,000 compounds, 0.6% hits; PriA–SSB C-terminal tail interaction (Klebsiella pneumoniae); inhibition, % at 33 µM; AlphaScreen SSBct-PriA binding, biotinylated peptide; AID 1272365, 2023; in the data active = inhibition mostly above about 37%, no sharp cut-off; inactive = mostly below about 20%;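 also: plate controls were negative control peptide for no effect and reference peptide for full effect; strong numbers were not always called active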
# PrPC surface inh: inhibitors of human cell surface prion protein PrPC, primary screen, cell-based, TR-FRET; Major prion protein (Homo sapiens), P04156; TR-FRET read-out; inhibition, % at 13.8 µM; 370,000 compounds, 0.43% hits; in the data active = inhibition above about 24%; also: 0% = median of the test wells and 100% = reference compound wells
# PfHsp40 rescue: rescue of yeast from PfHsp40 toxicity, primary screen, S. cerevisiae, ATP luminescence | S. cerevisiae expressing PfHsp40, growth rescue | 340,000 compounds, 0.68% hits | growth rescue, % at 12.5 µM; in the data active = growth rescue above about 28%, passing the limit was not always enough;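 also: yeast W303a lacking pdr1 and pdr3 grown in galactose medium; growth measured after three days at 30 °C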
# Y pestis TopoI: Yersinia pestis topoisomerase I inhibitors, primary screen, biochemical, cleavage product accumulation, plate reader, single point; activity, % at 10 µM; 360,000 compounds, 0.064% hits; AID 504884, 2011; Y. pestis Topo-I cleavage product accumulation; DNA topoisomerase I (Yersinia pestis CO92); in the data active = activity above about 50%, passing the limit was not always enough; also: inactives centre near 2
# Anthrax LF inh2: Bacillus anthracis LF protease inhibitors, primary screen, biochemical, multiplex microsphere, MLPCN library; Lethal factor (Bacillus anthracis), P15917; inhibition, % at 10 µM; multiplex microsphere protease cleavage assay; 360,000 compounds, 0.12% hits; also: plate controls were buffer without enzyme for full effect and enzyme alone for no effect
# * = called active by the depositor; i = inactive; x = not tested or not shown; & = joins results of further samples. Rule as the data show it, unless noted: active = inhibition above about 30%; inconclusive = no clear call, values can overlap the other calls; inactive = below that. These rows are one share of the data, so the mix of outcomes need not match the whole.
SMILES,BoNT A protease,BH1578 lux ind,3CLpro inhibitor,TcdB inh,SSB-PriA inh,PrPC surface inh,PfHsp40 rescue,Y pestis TopoI,Anthrax LF inh2
Cc1nc(Nc2ccc(Cl)c(Cl)c2)sc1C(/C=C/c1ccc2c(c1)OCO2)=NNc1ccc([N+](=O)[O-])cc1[N+](=O)[O-],0.4,i,x,0.8,7.3,1.6,-0.2,-8.0,-4.8
CCOC(=O)CC1COCCN1C(=O)c1ccc2oc(Cc3ccccc3)nc2c1 (stereo unspecified),-1.1,-0.1,-1.7,0.5,5.3,-2.8,-2.0,11.5,-3.3
COc1ccc(N2CCN(C(=O)C3=NNC(=O)CC3)CC2)cc1,0.4,i,1.1,-1.1,6.2,-2.9,-0.2,-7.6,1.2
COc1cccc(NC(=O)C(NC2CCCC2)c2ccccc2)c1 (stereo unspecified),0.5,i,2.2,x,-6.0,-0.7,0.2,0.6,2.7
NC(=S)NN=C1c2ccccc2-c2c(F)c(F)c(F)c(F)c21,-0.1,i,x,0.2,0.4,-0.8,-0.7,-10.8,-6.5
CSc1ccccc1NC(=O)N1CCCC(C(=O)c2ccc3c(c2)OCO3)C1 (stereo unspecified),-0.8,-0.3,-3.5,1.0,-5.8,6.9,0.2,-3.6,0.0
CCN1CCN(C(=O)Nc2ccc(OC)cc2OC)CC1,0.0,-0.2,-3.3,0.4,-0.3,3.5,-1.1,-4.1,0.4
C/C(=N/NC(=O)c1ccc(C)s1)c1ccncc1,1.2,-0.7,-3.4,-0.3,x,6.4,2.2,-7.2,2.6
O=c1c2ccccc2nc(-c2ccco2)n1-c1ccccn1,-0.2,-0.7,-6.7,x,-7.0,-8.0,-0.4,-3.0,-0.1
COC(=O)[C@@H](Cc1c[nH]c2ccccc12)NC(=O)CNC(=O)c1ccccc1OC,-4.7,-0.5,-8.2,0.2,3.2,4.3,0.2,3.9,15.2
O=C(O)Cc1coc(-c2ccc(F)cc2)n1,-1.1,0.0,-3.4,x,-17.5,2.5,-1.7,3.9,-2.1
O=C(CSc1cccc[n+]1[O-])NCCCc1ccccc1,-0.5,-0.1,3.6,0.1,-9.1,7.0,-0.5,3.0,-5.0
CC(C)(C)c1ccc(/C=C/C(=O)NC2=NCCS2)cc1,-0.4,-0.1,6.0,x,-14.1,9.7,-1.5,-1.3,-4.2
Cc1ccc(NC(=S)N2CCC(O)CC2)c(C)c1,-0.4,-0.3,1.0,0.8,-13.4,-0.3,-1.4,2.7,-1.3
Cc1ccc(C)c(OCc2nnc(SCC(=O)NCc3ccc4c(c3)OCO4)o2)c1,0.2,-0.4,5.2,0.2,10.8,2.6,0.3,35.3,-7.4
CC(C)NC(NC(=O)Cc1ccccc1)C(Cl)(Cl)Cl (stereo unspecified),0.0,x,0.3,x,-3.8,1.5,-1.3,2.9,-5.6
COc1ccc(-n2c(=O)[nH]cc(C(=O)Nc3ccc4c(c3)OCCO4)c2=O)cc1,-0.7,-0.3,-5.0,x,-13.2,-3.2,-1.4,-1.6,1.2
CCOc1ccc(-c2nc(S(=O)(=O)c3ccccc3)c(NCc3cccnc3)o2)cc1,-1.0,-0.3,-0.6,x,-13.4,3.4,0.0,36.3,-5.9
COc1ccc(S(=O)(=O)N2CCC(C(=O)N[C@H](C(=O)N3CCCCCC3)C(C)C)CC2)cc1,1.1,-0.3,-4.3,2.5,-1.5,-2.9,0.9,16.9,2.3
O=C(N/N=C/C=C\c1ccco1)c1cccnc1,-0.5,1.1,-2.2,x,x,-2.7,0.8,3.4,0.4
CCc1nnc(NS(=O)(=O)c2ccc(Nc3ccc([N+](=O)[O-])c4nonc34)cc2)s1,-2.3,-0.3,5.5,1.2,18.4,-53.7,0.2,-6.9,-7.9
C=CCOc1ccc(C2/C(=C(\O)c3ccc4c(c3)CC(C)O4)C(=O)C(=O)N2CCN2CCOCC2)cc1OCC (stereo unspecified),-0.7,-7.4,1.1,3.2,x,10.3,0.0,-4.3,2.8
C/C(=N\NC(=O)c1ccn(C)n1)c1cccc(NC(=O)c2ccc(C)s2)c1,-0.7,i,-1.1,0.8,x,9.8,2.2,-10.0,-1.7
CCOc1cccc(OCCOc2ccc(C(=O)c3ccccc3)cc2)c1,-0.3,i,-0.7,0.8,-9.1,6.0,0.1,21.0,-0.2
CCOC(=O)C1(CCc2ccccc2)CCN(Cc2ccc3c(c2)OCCO3)CC1,-1.2,i,-3.2,0.5,3.7,-2.8,2.1,25.3,-2.1

# For reference, part of the list above.
SMILES,BoNT A protease,BH1578 lux ind,3CLpro inhibitor,TcdB inh,SSB-PriA inh,PrPC surface inh,PfHsp40 rescue,Y pestis TopoI,Anthrax LF inh2
O=C(CSc1cccc[n+]1[O-])NCCCc1ccccc1,-0.5,-0.1,3.6,0.1,-9.1,7.0,-0.5,3.0,-5.0
CC(C)(C)c1ccc(/C=C/C(=O)NC2=NCCS2)cc1,-0.4,-0.1,6.0,x,-14.1,9.7,-1.5,-1.3,-4.2
Cc1ccc(NC(=S)N2CCC(O)CC2)c(C)c1,-0.4,-0.3,1.0,0.8,-13.4,-0.3,-1.4,2.7,-1.3

# The list continues.
SMILES,BoNT A protease,BH1578 lux ind,3CLpro inhibitor,TcdB inh,SSB-PriA inh,PrPC surface inh,PfHsp40 rescue,Y pestis TopoI,Anthrax LF inh2
Cc1nnc(NC(=O)C2CCN(c3cnccn3)CC2)s1,0.2,-2.4,-9.0,x,-12.7,-5.7,-1.4,-10.0,-1.5
NS(=O)(=O)c1ccc(N=Nc2c[nH]c(=O)c(O)c2)cc1,-3.4,i,0.0,0.5,8.6,-64.9,2.9,-10.5,-11.6
CCCNC(=O)c1cc(C2CCCCN2C(=O)CCCc2ccccc2)on1 (stereo unspecified),-0.4,-5.0,x,-1.5,x,1.0,x,23.0,0.6
CC(=O)NC(c1cccc([N+](=O)[O-])c1)c1ccc2cccnc2c1O (stereo unspecified),-0.1,-1.9,6.1,-1.8,2.0,39.6*,194.2*,-2.7,9.0
CC(NC(=O)c1cc(COc2ccc(-n3cncn3)cc2)on1)c1ccc(F)cc1 (stereo unspecified),0.0,i,x,0.8,x,13.0,x,31.8,4.9
O=P(OC1CCCCC1)(OC1CCCCC1)C(O)c1c(Cl)cccc1Cl (stereo unspecified),-2.2,3.8,0.3,x,-3.0,2.1,1.7,13.8,0.5
COc1ccc(C(CNC(=O)c2ccc3c(c2)C(=O)N(CCC(C)C)C3=O)N2CCOCC2)cc1 (stereo unspecified),1.4,-0.4,0.9,x,-6.7,-10.7,-1.5,-4.9,-0.3
C[C@@H]1CN([C@@H](C)CO)C(=O)CCCn2cc(nn2)CO[C@H]1CN(C)C(=O)Oc1ccc2ccccc2c1,0.0,i,x,-0.2&0.4,x,-8.4,x,13.5,-1.0
Cc1nc(Nc2ccccc2)sc1C(=O)Nc1ccccc1,-1.3,i,7.5,1.5,-0.8,6.2,2.9,-2.9,-13.0
CCOc1ccc(NC(=O)CN(C)C(=O)CCc2nc3ccccc3c(=O)[nH]2)cc1OCC,-0.6,i,x,-4.4,x,0.6,x,0.9,-12.6
CCc1nnc(NC(=O)Cc2ccc(OC)cc2)s1,0.9,-0.4,3.1,x,-8.8,2.3,-0.4,-3.6,13.0
NC(=O)c1cc2cc(Cl)ccc2oc1=Nc1cccc(C(F)(F)F)c1,0.2,-0.3,-0.8,-2.7,-16.9,-6.5,-1.5,4.2,-7.9
CCC(C)(C)N1CC(=O)N(Cc2ccccc2)C(c2ccc(OC)cc2)C1=O (stereo unspecified),-0.8,0.4,-0.3,x,2.0,0.1,-0.2,1.9,-1.9
COC(=O)[C@@]1(Cc2ccc(F)cc2)[C@H]2c3cc(C(=O)N(C)C)n(C)c3C[C@H]2CN1C(=O)c1ccccc1,0.1,x,x,0.9,x,-8.9,x,x,1.5
Cc1ccccc1NC(=O)CC1S/C(=N/c2nccs2)N(C)C1=O (stereo unspecified),0.7,-0.3,1.7,x,x,-1.7,-1.8,0.1,2.1
CC1(C(=O)NCc2ccc3c(c2)OCO3)CCN1C(=O)Cc1cccc2ccccc12 (stereo unspecified),-0.2,i,x,0.9,x,0.2,x,36.6,-0.4
COC(=O)c1ccc(NC(=O)c2cccc(NC(=O)c3ccccc3)c2)cc1,-0.5,-0.7,-0.4,1.7,-21.8,2.9,2.0,-9.6,-4.5
O=C(COC(=O)C1=COCCO1)NC1CCCCC1,-0.3,-1.4,x,1.4,-15.2,7.1,-0.1,-1.2,-6.1
COc1ccc2oc(C(=O)OCC(=O)Nc3cccc(S(=O)(=O)N4CCOCC4)c3)c(C)c2c1,4.6,-14.3,x,0.0,-0.9,7.5,-0.3,18.3,-1.4
Fc1ccc(-c2cc(-c3ccccc3)nc(-n3cccn3)n2)cc1,0.3,i,-1.9,1.1,-5.3,2.2,1.8,9.9,0.2
CC(C)NC(=O)c1ccc2c3n(nc2c1)-c1ccccc1CO3,-0.4,-1.0,x,x,0.2,-17.6,-4.4,-5.9,-3.9
CCCc1cc(=O)[nH]c(SCC(=O)c2ccc(S(=O)(=O)N3CCCC3)cc2)n1,0.5,i,1.8,x,-8.7,-2.0,0.1,-1.4,-3.0
Cn1c(=O)c2c(nc(CN3CCN(C(=O)c4ccco4)CC3)n2CC(N)=O)n(C)c1=O,0.0,i,-0.9,1.8,-4.6,6.7,0.3,0.5,0.4
CC(=O)c1c(Nc2cccc(F)c2)oc(C)cc1=O,-0.2,0.5,-2.3,-0.1,-8.4,5.6,-0.8,-4.9,2.9
Cc1c(/C=N\NC(=O)c2csc3ccccc23)cnn1C,1.3,i,0.2,x,x,-0.4,-0.4,2.5,-2.8
# Carrying on:
SMILES,BoNT A protease,BH1578 lux ind,3CLpro inhibitor,TcdB inh,SSB-PriA inh,PrPC surface inh,PfHsp40 rescue,Y pestis TopoI,Anthrax LF inh2
O=C1CCN(Cc2ccccc2)N1,-0.8,-1.0,-1.2,-0.7,-7.2,12.3,1.3,0.0,10.4
O=S(=O)(c1ccc2c(c1)oc1ccccc12)N1CCOCC1,0.1,-0.3,0.0,x,-2.3,11.2,0.2,47.6,10.3
FC(F)(F)c1cnc2c(-c3ccccc3)n[nH]c2c1,0.1,-0.2,4.9,0.3,7.5,-2.4,1.1,-11.9,-4.7
CCOC(=O)c1cn(Cc2cccc(Cl)c2)c2cc(C)nn2c1=O,0.8,-0.5,-2.8,-0.8,-10.8,5.4,-0.4,-12.9,0.6
O=C(NCCCN1CCCC1=O)C(=O)NCC1OCCN1S(=O)(=O)c1cc(F)ccc1F (stereo unspecified),-0.8,-0.7,x,1.5,x,1.7,x,4.4,-8.1
NC(=O)c1cccc(C(N)=O)n1,-0.6,-0.7,3.7,0.4,-7.6,0.4,-1.5,4.6,-5.9
Nc1c(C(O)(C(F)(F)F)C(F)(F)F)cc(C(O)(C(F)(F)F)C(F)(F)F)c2ccccc12,0.3,-0.7,14.4*,x,-6.4,x,13.7,-28.3,-3.3
CCCCn1cnc2c(SCc3ccc(Cl)cc3)nc(N)nc21,-0.4,i,x,0.1,-10.2,9.4,8.5,28.6,-7.6
O=C(NNc1ccc([N+](=O)[O-])cc1)C1C2CCCCC21 (stereo unspecified),-0.2,-0.3,1.6,x,2.1,-7.5,0.9,-6.9,-0.6
O=C(CSc1nc2ccccc2c(=O)n1Cc1ccccc1)Nc1ccc(Br)cc1C(=O)O,1.4,-0.2,8.8,0.1,-5.9,-2.5,1.3,4.0,-2.3
Cc1ccc(CNC(=O)c2ccc(S(=O)(=O)Nc3c(C)n(C)n(-c4ccccc4)c3=O)cc2)cc1,-0.2,1.0,-4.5,1.4,6.7,-2.9,-1.1,10.8,-4.3
CCOC(=O)C1=C(C)NC(C)=C(C(=O)OCC)C1/C=C/c1ccccc1,2.8,-0.3,-3.4,0.5,-44.9,7.2,3.6,26.5,0.6

# Screening data deposited in PubChem BioAssay by several laboratories.
